ABCG2 inh – inhibitors of human ABCG2 transporter, ABCB1 counter-screen. IgMXP3 cells, JC-1 efflux, flow cytometry. actives 0.1% (n = 190,000). Q9UNQ0. inhibition, % at 6.6 µM. AID 1325;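 active = inhibition above 80%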;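 also: 0% = DMSO and 100% = nicardipine control wells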
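Incubation: cells with compound and JC-1, 10 min at 25 °C, rotating, no wash / Test system: IgMXP3 (ABCG2) plus far-red-tagged CCRF-Adr (ABCB1) cells / Compound dosing: one concentration, 6.6 µM final / Also added: JC-1 fluorescent substrate / Evaluation: efflux inhibition in percent versus controls / Detection: flow cytometry, 530 nm JC-1 signal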
Rab7 wt GTP bind – modulators of GTP binding to dog Rab7 wildtype GTPase. AID 758. GTP binding activity (percent of control), % at 10 µM. GST-Rab7 beads, fluorescent GTP binding, flow cytometry; actives lie on both sides; untreated = 100%, excess cold GTP = 0%. actives 0.055% (n = 190,000);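 active = fluorescent GTP binding to Rab7 beads changed by at least 20 points from the 100% baseline, either direction, mostly lower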;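 also: median green fluorescence of bound Bodipy-FL-GTP per Rab7 bead population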
Avidin bead fluor – compound fluoresces at 488/530 nm on avidin beads. fluorescence (KMESF) at 10 µM. compound fluorescence 488/530 nm, flow cytometry; stronger effect = higher value. actives 0.38% (n = 220,000). AID 1775; in the data active = fluorescence above about 47; also: inactives centre near 10
Rac1 mut GTP – alters GTP binding to activated mutant human Rac1 | P63000 | GST-Rac1 activated beads, fluorescent GTP binding, flow cytometry; actives lie on both sides; 100% means binding = to untreated wells | percent activity (GTP binding), % at 10 µM | actives 0.11% (n = 190,000) | AID 764;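 active = GTP binding at least 20 percentage points away from the 100% baseline, in either direction, so actives lie on both sides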
Rab2A wt mod – changes GTP binding to wildtype dog Rab2A, up or down; AID 760; GST-Rab2 wt beads, Bodipy-GTP binding, flow cytometry; actives 0.19% (n = 190,000); GTP binding activity, % at 10 µM;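 active = GTP binding activity at least 20 points away from 100%, either lowered or raised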;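 also: 0% = beads with excess unlabeled GTP and 100% = no-compound control corrected for plate trend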
Rac1 wt modul – alters GTP binding to wildtype human Rac1; GTP binding activity (% of control), % at 10 µM; GST-Rac1 beads, fluorescent GTP binding, flow cytometry; actives lie on both sides; 0 = cold GTP competed, 100 = untreated; P63000; AID 757; actives 0.27% (n = 190,000);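 active = GTP binding activity at least 20 points away from the 100% control level, either lower or higher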
Cdc42 wt GTP – modulators (inhibitors or activators) of GTP binding to human Cdc42 wildtype | P60953 | GST-Cdc42 beads, Bodipy-GTP binding, flow cytometry; actives lie on both sides | percent activity (GTP binding), % at 10 µM | actives 0.2% (n = 190,000) | AID 761;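 active = percent activity GTP binding at least 20 points away from the 100% baseline, either down as inhibitor or up as activator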;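 also: median bead fluorescence of bound Bodipy-FL-GTP at 100 nM; 0% = excess unlabeled GTP control and 100% = no compound control; below 100% means less GTP binding so inhibitor and above means activator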
HRas wt GTP – human HRas wildtype GTP binding, change in either direction; actives 0.14% (n = 190,000); GTP binding activity, % at 10 µM; AID 759; GST-Ras wt beads, Bodipy-FL-GTP binding, flow cytometry; actives lie on both sides;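 active = GTP binding activity at least 20% away from the 100% baseline, either lowered as inhibitor or raised as activator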;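 also: 0% = unlabeled GTP competition control and 100% = no-compound control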
Pf gametocyte – kills late stage P. falciparum gametocytes. P. falciparum stage V gametocytes, ATP luminescence, 24 h. inhibition, % at 10.9 µM. actives 0.065% (n = 150,000);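 active = inhibition above the mean plus 3 SD of compounds within the control limits, set per campaign, cut at about 38% in these data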;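 also: 0% = DMSO wells and 100% = medium only without gametocytes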
ABCB1 block – inhibitors of human ABCB1 transporter, ABCG2 counter-screen. P08183. inhibition, % at 6.6 µM. actives 0.067% (n = 190,000). CCRF-Adr cells, JC-1 efflux, flow cytometry; in the data active = inhibition above about 40%;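 also: 0% = vehicle and 100% = reference inhibitor; higher value means more JC-1 retained so stronger ABCB1 efflux block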
Target sequence (P08183 whole entry, looked up): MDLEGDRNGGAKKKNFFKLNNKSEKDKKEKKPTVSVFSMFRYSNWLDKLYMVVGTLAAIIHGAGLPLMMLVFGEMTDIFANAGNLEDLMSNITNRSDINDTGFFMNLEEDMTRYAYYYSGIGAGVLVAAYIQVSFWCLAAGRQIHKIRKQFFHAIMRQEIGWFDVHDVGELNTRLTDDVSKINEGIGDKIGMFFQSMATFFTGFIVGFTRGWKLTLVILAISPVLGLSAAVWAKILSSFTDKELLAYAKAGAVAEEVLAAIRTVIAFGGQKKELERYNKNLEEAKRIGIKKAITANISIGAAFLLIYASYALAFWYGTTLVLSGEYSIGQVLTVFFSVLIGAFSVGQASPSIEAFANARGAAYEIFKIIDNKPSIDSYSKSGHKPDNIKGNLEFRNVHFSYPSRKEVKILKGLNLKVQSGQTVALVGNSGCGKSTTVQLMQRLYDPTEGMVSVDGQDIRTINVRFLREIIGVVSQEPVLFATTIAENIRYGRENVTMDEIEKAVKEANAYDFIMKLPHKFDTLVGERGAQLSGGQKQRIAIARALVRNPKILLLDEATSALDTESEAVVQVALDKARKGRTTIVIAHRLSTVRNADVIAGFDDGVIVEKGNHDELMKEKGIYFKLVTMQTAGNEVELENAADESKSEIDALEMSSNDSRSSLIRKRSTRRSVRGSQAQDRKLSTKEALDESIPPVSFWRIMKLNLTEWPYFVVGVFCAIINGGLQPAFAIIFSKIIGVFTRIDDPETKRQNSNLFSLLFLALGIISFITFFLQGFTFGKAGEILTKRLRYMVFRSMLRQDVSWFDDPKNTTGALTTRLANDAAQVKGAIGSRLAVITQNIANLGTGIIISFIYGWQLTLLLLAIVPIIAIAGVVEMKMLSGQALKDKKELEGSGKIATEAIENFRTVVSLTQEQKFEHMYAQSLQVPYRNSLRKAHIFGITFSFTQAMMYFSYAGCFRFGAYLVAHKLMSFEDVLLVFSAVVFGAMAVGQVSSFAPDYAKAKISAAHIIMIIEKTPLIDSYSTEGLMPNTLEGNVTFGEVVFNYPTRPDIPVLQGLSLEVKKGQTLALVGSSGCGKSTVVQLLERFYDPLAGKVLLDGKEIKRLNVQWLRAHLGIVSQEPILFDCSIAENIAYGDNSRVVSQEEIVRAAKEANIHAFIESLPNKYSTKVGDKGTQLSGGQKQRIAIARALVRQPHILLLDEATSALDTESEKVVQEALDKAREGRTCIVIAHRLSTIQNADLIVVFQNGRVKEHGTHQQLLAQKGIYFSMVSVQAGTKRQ
GSH fluor – compound fluoresces at 488/530 nm on GSH beads; GSH beads flow cytometry, compound fluorescence 488/530 nm; stronger effect = higher value; fluorescence (KMESF) at 10 µM; actives 0.25% (n = 190,000); AID 1776; in the data active = fluorescence above about 89;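 also: glutathione beads carrying GST-tagged Bcl family fusion proteins plus one bare bead set; values are compound well signal with DMSO vehicle wells as background; inactives centre near 16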
An asterisk follows results filed as active; / = no result given.

mol	ABCG2 inh	Rab7 wt GTP bind	Avidin bead fluor	Rac1 mut GTP	Rab2A wt mod	Rac1 wt modul	Cdc42 wt GTP	HRas wt GTP	Pf gametocyte	ABCB1 block	GSH fluor
Cc1ccc2[nH]c3c(c2c1)CN(C)CC3	-1	104	19	98	101	101	101	102	/	-0.3	12
CCS(=O)(=O)N1CCCC(C(=O)NCc2ccc(C)cc2)C1 (stereo not drawn)	0	100	7	99	103	103	104	105	/	0.1	19
O=C(O)c1cccc(N/N=C/C2=C(Cl)c3cc(Cl)ccc3SC2)c1	-4	97	9	89	91	88	89	91	-5	-1.6	9
CCOC(=O)N1CCN(CCC(=O)Nc2ccc(Br)c(C)c2)CC1	2	99	9	96	95	95	92	94	2	0.8	15
O=C(c1ccc(F)cc1)n1cc(C(=S)N2CCOCC2)c2ccccc21	5	97	10	98	95	99	97	96	1	0.2	11
Cc1ccc(C)c(C(=O)CSc2nnc(C)s2)c1	6	102	21	100	100	106	99	100	0	0.3	13
CCOc1ccccc1CNCCN1CCOCC1	0	93	21	95	95	95	96	95	/	0.1	16
CCOC(=O)c1cc(C#N)c(Oc2cccc(C(F)(F)F)c2)nc1-c1ccccc1	-3	98	14	100	101	100	99	101	3	-4.6	27
COc1ccc(NC2(c3ccc(Cl)cc3)C(=O)c3ccccc3C2=O)cc1	1	95	10	97	96	100	99	100	/	0.2	8
O=C(CCN1C(=O)c2cccc([N+](=O)[O-])c2C1=O)Nc1nccs1	8	95	10	95	97	99	100	96	-10	0.1	14
Cc1cc(C(=O)NCc2ccco2)on1	1	104	7	98	104	107	102	101	/	0.3	26
CN1CCN(CCCNC(=O)c2cn(C)c3ccc(S(=O)(=O)N(C)C)cc3c2=O)CC1	1	101	5	98	99	104	102	100	/	0.3	23
CCOc1cc(C=O)cc(Cl)c1OCC(N)=O	5	104	7	97	103	101	98	101	/	1.2	12
COc1ccc(-c2cc3ccc(OCc4nn[nH]n4)cc3oc2=O)cc1	-9	97	27	96	95	104	102	96	17	-1.4	20
O=C(Oc1ccc(C(=S)N2CCCCC2)cc1)c1ccccc1	0	93	9	92	94	97	94	90	4	0.0	11
O=[N+]([O-])c1ccc(Sc2n[nH]c(-c3ccccc3)n2)nc1	15	103	15	101	102	107	104	100	/	0.5	27
COc1cccc(CNC(=O)CCS(=O)(=O)c2cccc3nsnc23)c1	7	100	33	102	102	106	104	102	/	2.2	23
CCOC(=O)C(=Cc1ccc(OCc2ccc([N+](=O)[O-])cc2)c(OC)c1)C(=O)OCC	24	95	12	92	94	94	96	94	/	1.1	31
CN(CCOC(=O)c1cccc(F)c1)Cc1ccccc1	3	104	12	100	102	106	105	103	/	0.4	13
CNC(=O)COC(=O)c1ccc(OCC(=O)Nc2ccccc2OC)c(OC)c1	11	98	9	96	98	100	99	96	-13	1.1	12

In the list so far, these contain a halogen.
mol	ABCG2 inh	Rab7 wt GTP bind	Avidin bead fluor	Rac1 mut GTP	Rab2A wt mod	Rac1 wt modul	Cdc42 wt GTP	HRas wt GTP	Pf gametocyte	ABCB1 block	GSH fluor
O=C(O)c1cccc(N/N=C/C2=C(Cl)c3cc(Cl)ccc3SC2)c1	-4	97	9	89	91	88	89	91	-5	-1.6	9
CCOC(=O)N1CCN(CCC(=O)Nc2ccc(Br)c(C)c2)CC1	2	99	9	96	95	95	92	94	2	0.8	15
O=C(c1ccc(F)cc1)n1cc(C(=S)N2CCOCC2)c2ccccc21	5	97	10	98	95	99	97	96	1	0.2	11
CCOC(=O)c1cc(C#N)c(Oc2cccc(C(F)(F)F)c2)nc1-c1ccccc1	-3	98	14	100	101	100	99	101	3	-4.6	27
COc1ccc(NC2(c3ccc(Cl)cc3)C(=O)c3ccccc3C2=O)cc1	1	95	10	97	96	100	99	100	/	0.2	8
CCOc1cc(C=O)cc(Cl)c1OCC(N)=O	5	104	7	97	103	101	98	101	/	1.2	12
CN(CCOC(=O)c1cccc(F)c1)Cc1ccccc1	3	104	12	100	102	106	105	103	/	0.4	13

(further entries)
mol	ABCG2 inh	Rab7 wt GTP bind	Avidin bead fluor	Rac1 mut GTP	Rab2A wt mod	Rac1 wt modul	Cdc42 wt GTP	HRas wt GTP	Pf gametocyte	ABCB1 block	GSH fluor
C/C(=C\c1ccccc1)C(=O)NC1CCSC1=O (stereo not drawn)	1	98	5	101	103	106	102	101	/	0.0	11
Cn1nc(C(F)(F)F)c(/C=N/OC(=O)c2ccccc2Cl)c1SCc1ccccc1Cl	9	101	10	97	98	109	100	101	1	0.7	18
O=C(CN1C(=O)C2C3C=CC(C3)C2C1=O)Nc1ccc2nccnc2c1 (stereo not drawn)	2	100	6	99	100	101	101	101	/	0.1	14
C/C(=N\NC(=O)c1cccc(S(=O)(=O)N2CCCC2)c1)c1cccs1	6	93	9	96	97	98	101	97	-5	1.1	16
O=C(N1CCN(c2ccccc2F)CC1)C1(c2cccs2)CCOCC1	-15	99	9	100	99	101	101	99	-10	-2.0	16
O=C(COn1nnc2ccccc21)NCC1CCCCC1	0	100	7	97	98	103	102	101	/	0.1	4
Cc1cc(C)nc(NS(=O)(=O)c2ccc(N3C(=O)c4ccccc4C3=O)cc2)n1	25	94	14	93	93	93	90	95	-2	0.8	10
Cc1nc(-c2ccccc2)nc2[nH]c(-c3ccccc3)cc(=O)c12	9	99	15	98	100	104	98	100	/	2.1	33
O=C(c1ccc(Cl)cc1)c1c[nH]c(C(=O)NNc2cccc(Cl)n2)c1	9	105	11	100	101	102	97	97	-6	0.8	13
Cc1ccc(CSCCNC(=O)CN(c2ccccc2)S(C)(=O)=O)cc1	3	93	9	95	96	96	100	95	14	1.5	16

4 entries already listed, ordered by the value under Rac1 mut GTP, lowest first.
smiles	Rab7 wt GTP bind	Avidin bead fluor	Rac1 mut GTP	Rab2A wt mod	Rac1 wt modul	Cdc42 wt GTP	HRas wt GTP	GSH fluor
O=C(Oc1ccc(C(=S)N2CCCCC2)cc1)c1ccccc1	93	9	92	94	97	94	90	11
C/C(=N\NC(=O)c1cccc(S(=O)(=O)N2CCCC2)c1)c1cccs1	93	9	96	97	98	101	97	16
O=C(c1ccc(F)cc1)n1cc(C(=S)N2CCOCC2)c2ccccc21	97	10	98	95	99	97	96	11
Cc1ccc(C)c(C(=O)CSc2nnc(C)s2)c1	102	21	100	100	106	99	100	13

More records
mol	ABCG2 inh	Rab7 wt GTP bind	Avidin bead fluor	Rac1 mut GTP	Rab2A wt mod	Rac1 wt modul	Cdc42 wt GTP	HRas wt GTP	Pf gametocyte	ABCB1 block	GSH fluor
Cc1ccc(NC(=O)Cn2cc(S(=O)(=O)c3ccc(C)cc3)c(=O)c3cc(F)ccc32)cc1	-2	100	8	97	100	104	101	99	/	-0.3	17
CCC(=O)N1N=C(c2ccc(NS(C)(=O)=O)cc2)CC1c1ccc(C)cc1 (stereo not drawn)	19	95	9	97	99	102	101	99	/	2.0	13
CCOc1cc(S(=O)(=O)N2CCC(c3nc4ccccc4s3)CC2)c(OCC)cc1S(=O)(=O)N1CCCCC1	5	94	8	93	94	91	96	95	/	6.0	32
CCS(=O)(=O)N1CCC(C(=O)NCCc2ccccc2)CC1	0	96	16	97	98	97	98	99	/	0.2	7
Cc1ccccc1/C=N/NC(=O)Cc1ccc(Cl)cc1	6	99	9	97	98	101	94	97	/	0.5	26
CCC12CN3CCN(CC(C3)/C1=N\NC(=O)c1ccc(C(C)(C)C)cc1)C2	3	100	14	99	104	105	102	103	-13	0.2	9
Cc1nn(-c2ccc(Cl)c(Cl)c2Cl)c(=O)c2ccccc12	3	102	8	98	99	99	100	99	17	0.5	14
COc1ccc(CC(=O)Nc2cc(C)ccn2)cc1	14	99	10	101	99	99	98	98	/	3.6	36
CC(C)Cn1c2c(c(=O)[nH]c1=O)C(C(F)(F)F)(C(F)(F)F)N=C(CCC1CCCCC1)N2	7	103	14	103	101	101	98	103	-18	0.8	21
Cc1sc2nc(CN(C(=O)NC3CCCCC3)C3CCCC3)[nH]c(=O)c2c1C	4	98	56*	98	97	102	101	97	-15	2.0	16
CCCc1nnc(SCC(=O)N2CCCC(C)C2)n1CCCOC (stereo not drawn)	6	101	22	101	101	102	98	99	/	0.9	52
CCOC(=O)N1CCN(C(=O)c2ccc(Cl)c(S(=O)(=O)Nc3ccccc3)c2)CC1	1	102	15	98	101	105	103	103	-16	-1.1	48
COc1cc2c(cc1NC(=O)C(C)Sc1cccc[n+]1[O-])oc1ccccc12 (stereo not drawn)	7	98	10	101	100	104	101	101	1	0.5	11
COc1nn(CC(=O)N2N=C(C)CC2(O)C(F)(F)F)cc1[N+](=O)[O-] (stereo not drawn)	1	100	19	101	103	105	105	104	-6	0.4	20
O=C(NCCN1CCCC1)C1CC(=O)N(C2CCCCC2)C1 (stereo not drawn)	1	99	14	94	97	93	93	95	/	0.5	39
CCOC(=O)Cn1c(=O)oc2cc(S(=O)(=O)NCCC(C)C)ccc21	0	98	8	101	100	104	102	101	/	0.1	14
CCOC(=O)C1CCN(C(=O)c2cc3cc4cc(OC)ccc4nc3o2)CC1	1	103	21	99	101	103	102	102	-3	0.5	22
CCOC(=O)c1c(C)oc2c1c(C=NC1CCS(=O)(=O)C1)c(O)c1ccccc12 (stereo not drawn)	15	102	38	102	102	109	107	103	/	1.1	10
O=C(C1CCN(c2ccc(N3CCOCC3)nn2)CC1)N1CCN(c2ccc(F)cc2)CC1	-3	94	9	98	99	100	99	97	/	-0.2	42
COCCNC(=O)CN(C(=O)Cn1nnc2ccccc21)c1ccc(C)c(F)c1	7	100	5	99	99	105	104	102	/	1.1	20

Two entries picked at random from the list so far:
mol	ABCG2 inh	Rab7 wt GTP bind	Avidin bead fluor	Rac1 mut GTP	Rab2A wt mod	Rac1 wt modul	Cdc42 wt GTP	HRas wt GTP	Pf gametocyte	ABCB1 block	GSH fluor
CNC(=O)COC(=O)c1ccc(OCC(=O)Nc2ccccc2OC)c(OC)c1	11	98	9	96	98	100	99	96	-13	1.1	12
CCS(=O)(=O)N1CCC(C(=O)NCCc2ccccc2)CC1	0	96	16	97	98	97	98	99	/	0.2	7

(cont.)
mol	ABCG2 inh	Rab7 wt GTP bind	Avidin bead fluor	Rac1 mut GTP	Rab2A wt mod	Rac1 wt modul	Cdc42 wt GTP	HRas wt GTP	Pf gametocyte	ABCB1 block	GSH fluor
CCCn1nnc(NC(=O)c2sc3ccccc3c2Cl)n1	1	96	12	98	99	100	97	99	/	-0.3	76
CCC1(C(=O)OC)NC(c2cccc(F)c2)C2C(=O)N(C)C(=O)C21 (stereo not drawn)	1	98	23	94	97	100	98	96	11	0.4	17
O=C(NCc1ccco1)c1ccc2c(=O)n(-c3ccccc3)c(=S)[nH]c2c1	-1	97	7	95	96	97	99	98	1	-0.2	56
CC(C)c1ccccc1OCCCCCNCCO	2	104	48*	103	103	108	104	103	-33	0.4	23

From PubChem BioAssay
